Compound activity from PubChem BioAssay.
LEDGF integ inh: blockers of LEDGF/p75-dependent integrase strand transfer – biochemical, TR-FRET, high throughput, primary screen | TR-FRET IN-LEDGF/p75 DNA integration, Eu/Cy5 | inhibition, % at 3.7 µM | actives 0.64% (n = 370,000) | AID 743269, 2014;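 active means inhibition above the screen-wide mean plus 3 SD, cut at about 13% in these data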;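 further: signal is the Cy5 over europium emission ratio at 671 and 618 nm; 0% = plate median of compound wells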
UHRF1 binding: UHRF1 methylated DNA binding inhibitors, primary screen, counter-screen for MBD2 inhibitor project, biochemical, TR-FRET, human UHRF1, single concentration; inhibition, % at 4.4 µM; UHRF1 binding to methylated oligo; actives 0.75% (n = 370,000); E3 ubiquitin-protein ligase UHRF1 (Homo sapiens), Q96T88; in the data active means inhibition above about 21%;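 further: UHRF1 SRA domain binding a hemimethylated CpG hairpin DNA probe; 0% = median of test compound wells and 100% = reference inhibitor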
ABHD4 inh: ABHD4 inhibitors, primary screen, biochemical, fluorescence polarization, mouse. (Lyso)-N-acylphosphatidylethanolamine lipase (Mus musculus), Q8VD66. purified mABHD4, FP-Rh probe fluorescence polarization. inhibition, % at 8.92 µM. actives 0.54% (n = 370,000);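 active means inhibition exceeding the mean over every tested compound plus 3 SD, cut at about 30% in these data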;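 further: 0% = plate median of compound wells and 100% = S159A mutant with DMSO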
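Test system: mABHD4 protein; Read-out basis: % inhibition; Incubation: 45 min + 60 min at 25 °C; Repeats: single replicate; Technique: fluorescence polarization with parallel and perpendicular emission, 525/598 nm; Compound: 8.92 µM, single dose; Benchmarks: full inhibition S159A mutant plus DMSO, zero as sample-well median.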
TCR-CD3 inh: inhibitors of human TCR-CD3 interaction, primary screen, biochemical, fluorescence, TAMRA-labeled TCR probe. T-cell receptor (TCR). inhibition, % at 9.4 µM. actives 0.37% (n = 360,000); in the data active means inhibition above about 19%;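 further: recombinant mutant TCR 2C K166C tagged with TAMRA read by polarization; 0% = receptor in buffer alone and 100% = receptor with positive control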
HTRA1 inhibitor: HTRA1 serine protease inhibitors, primary screen, biochemical, fluorescence polarization, HTS | recombinant HTRA1, FP-rhodamine activity-based probe | inhibition, % at 5.96 µM | actives 0.5% (n = 340,000) | AID 504803, 2011; in the data active means inhibition above about 36%;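 further: 0% = enzyme with DMSO and 100% = wells lacking enzyme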
MBD2 DNA inh: inhibitors of MBD2 binding to methylated DNA, primary screen, biochemical, TR-FRET, DNA-binding domain, human | AID 686964, 2013 | Methyl-CpG-binding domain protein 2 (Homo sapiens), Q9UBB5 | actives 0.31% (n = 370,000) | inhibition, % at 4.4 µM | MBD2 binding to methylated oligonucleotide; in the data active means inhibition above about 13%
Target sequence (Q9UBB5 whole entry, looked up, the tested form may be a part): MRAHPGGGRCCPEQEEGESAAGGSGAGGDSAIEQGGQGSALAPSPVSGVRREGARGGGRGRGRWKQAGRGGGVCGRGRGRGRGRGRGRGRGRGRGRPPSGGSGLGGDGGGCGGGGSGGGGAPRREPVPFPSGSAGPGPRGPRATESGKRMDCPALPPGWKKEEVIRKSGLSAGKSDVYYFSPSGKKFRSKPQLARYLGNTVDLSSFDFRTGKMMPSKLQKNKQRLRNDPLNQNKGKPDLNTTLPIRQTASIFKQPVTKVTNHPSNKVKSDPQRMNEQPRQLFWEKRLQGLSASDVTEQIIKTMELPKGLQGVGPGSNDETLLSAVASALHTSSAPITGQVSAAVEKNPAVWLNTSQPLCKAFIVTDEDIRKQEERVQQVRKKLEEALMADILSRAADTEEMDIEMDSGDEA
Rev-erbA mod: modulators of Rev-erb alpha DNA binding, primary screen, biochemical, FITC-DNA, fluorescence polarization, uHTS. Rev-erbα–FITC-DNA binding, 90 min. activity, % at 10 µM. actives 0.79% (n = 370,000). AID 1259318, 2017;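 active means activity above about 14%, limit read from the data; passing the limit was not always enough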;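 further: 0% = DMSO wells with 35 nM protein and 100% = DMSO wells with 750 nM protein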
Target sequence (P20393 whole entry, looked up): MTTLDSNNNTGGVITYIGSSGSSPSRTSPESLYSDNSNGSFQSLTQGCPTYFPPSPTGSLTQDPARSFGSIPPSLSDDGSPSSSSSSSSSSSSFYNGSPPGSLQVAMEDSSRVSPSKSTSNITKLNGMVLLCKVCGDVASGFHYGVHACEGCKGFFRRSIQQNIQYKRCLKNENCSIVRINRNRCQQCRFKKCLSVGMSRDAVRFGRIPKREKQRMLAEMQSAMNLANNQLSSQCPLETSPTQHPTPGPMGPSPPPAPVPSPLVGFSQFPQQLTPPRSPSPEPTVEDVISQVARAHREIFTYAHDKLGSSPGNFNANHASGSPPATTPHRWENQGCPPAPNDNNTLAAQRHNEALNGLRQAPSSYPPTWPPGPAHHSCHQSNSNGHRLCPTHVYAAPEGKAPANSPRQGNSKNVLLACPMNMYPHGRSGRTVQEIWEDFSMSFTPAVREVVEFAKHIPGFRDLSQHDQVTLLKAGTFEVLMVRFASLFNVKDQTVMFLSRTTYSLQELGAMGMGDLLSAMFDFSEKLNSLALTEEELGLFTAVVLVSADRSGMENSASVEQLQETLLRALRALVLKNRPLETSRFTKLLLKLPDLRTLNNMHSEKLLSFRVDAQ
PRMT1 inh: PRMT1 methyltransferase inhibitors, primary screen, biochemical, fluorescence polarization; inhibition, % at 2.79 µM; Protein arginine N-methyltransferase 1 (Homo sapiens), Q99873; actives 1.3% (n = 370,000); recombinant PRMT1, activity-based probe fluorescence polarization;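 active means inhibition above about 21% made by adding two undisclosed values, limit read from the data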
PG9 binder: binders of HIV-1 gp120 antibody PG9, primary screen, biochemical, TR-FRET; inhibition, % at 6.7 µM; AID 624416, 2012; TR-FRET gp120-PG9 antibody binding; actives 0.43% (n = 360,000); HIV-1 gp120 / PG9 antibody interaction; in the data active means inhibition above about 8.5%
rCAG binder: binders of r(CAG) RNA repeats, primary screen, biochemical, fluorescence | r(CAG) RNA repeat, TO-PRO-1 dye displacement fluorescence | inhibition, % at 3 µM | actives 1.3% (n = 370,000) | AID 651821, 2012;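 active means inhibition above the plate cutoff, the mean of all test compounds on that plate plus 3 SD, cut at about 35% in these data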;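 further: 0% = DMSO alone and 100% = 100 µM mitoxantrone as full dye displacement; higher means more dye released from RNA so lower well fluorescence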
* marks the source's active call; other numbers are inactive results. This is a subset; the hit share may differ from the screen's.

`COc1ccc(N2CC(C(=O)Nc3nnc(SCCC4OCCO4)s3)CC2=O)cc1` (configuration not stated) gave LEDGF integ inh 1, UHRF1 binding -2, ABHD4 inh 5, TCR-CD3 inh 11, HTRA1 inhibitor 1, MBD2 DNA inh -5, Rev-erbA mod 0, PRMT1 inh 9, PG9 binder -1.1 and rCAG binder 11.
O=C(/C=C/c1cccc(Br)c1)c1ccc2c(c1)OCO2 was read as LEDGF integ inh 2, UHRF1 binding -2, ABHD4 inh -9, TCR-CD3 inh 10, HTRA1 inhibitor -29, MBD2 DNA inh 3, Rev-erbA mod -2, PRMT1 inh 0, PG9 binder -0.3 and rCAG binder 4.
Screening c1ccc(Cn2ncc3ccccc32)cc1 returned LEDGF integ inh 5, UHRF1 binding 3, ABHD4 inh -11, TCR-CD3 inh 3, HTRA1 inhibitor -3, MBD2 DNA inh 1, Rev-erbA mod 4, PRMT1 inh -3, PG9 binder -2.4 and rCAG binder 3.
CSc1ncnc2c1ncn2CCCNc1ccc(C)c(C)c1 was read as LEDGF integ inh -4, UHRF1 binding 1, ABHD4 inh 8, TCR-CD3 inh -1, HTRA1 inhibitor -2, MBD2 DNA inh 2, Rev-erbA mod 5, PRMT1 inh 6, PG9 binder -1.0 and rCAG binder -2.
Screening Cc1ccccc1CN(C)C(=O)COC(=O)CSc1ccc([N+](=O)[O-])cc1 returned LEDGF integ inh -1, UHRF1 binding 1, ABHD4 inh 0, TCR-CD3 inh -2, HTRA1 inhibitor -5, MBD2 DNA inh -3, Rev-erbA mod -8, PRMT1 inh -2, PG9 binder 0.0 and rCAG binder -4.
`Cc1ccc(N2CN=C3SCC(=O)N3C2)cc1C` gave LEDGF integ inh -3, UHRF1 binding 4, ABHD4 inh -14, TCR-CD3 inh -8, HTRA1 inhibitor 9, MBD2 DNA inh 7, Rev-erbA mod 0, PRMT1 inh 7, PG9 binder -2.1 and rCAG binder -6.
Cc1onc(-c2c(F)cccc2Cl)c1C(=O)Oc1ccccc1 was read as LEDGF integ inh -1, UHRF1 binding -1, ABHD4 inh -7, TCR-CD3 inh 0, MBD2 DNA inh -4, Rev-erbA mod 9, PRMT1 inh -1, PG9 binder -1.1 and rCAG binder -1.
CCc1cccc(CC)c1NC(=O)Cn1c(-c2ccccc2Cl)nc2ccccc21 was read as LEDGF integ inh -2, UHRF1 binding -3, ABHD4 inh 5, TCR-CD3 inh 5, HTRA1 inhibitor 3, MBD2 DNA inh 1, Rev-erbA mod 1, PRMT1 inh -2, PG9 binder 17* and rCAG binder -2.
`CC(=O)c1cccc(NC(=O)N2CCCCCC2)c1` gave LEDGF integ inh 6, UHRF1 binding -1, ABHD4 inh 6, TCR-CD3 inh 1, HTRA1 inhibitor 0, MBD2 DNA inh 2, Rev-erbA mod 0, PRMT1 inh 0, PG9 binder -1.0 and rCAG binder 1.
`O=CN/N=C/c1c(O)ccc2ccccc12` gave LEDGF integ inh 0, UHRF1 binding -3, ABHD4 inh 2, TCR-CD3 inh 6, HTRA1 inhibitor 16, MBD2 DNA inh 0, Rev-erbA mod -1, PRMT1 inh 0, PG9 binder -1.3 and rCAG binder 1.
Screening Cc1ccc(NC(=O)CSCc2cc(=O)n3nc(C4CC4)sc3n2)cc1 returned LEDGF integ inh 1, UHRF1 binding 1, ABHD4 inh 3, TCR-CD3 inh 6, HTRA1 inhibitor -3, MBD2 DNA inh 6, Rev-erbA mod 2, PRMT1 inh 6, PG9 binder -2.8 and rCAG binder 3.
Screening COc1cc(OC)c(C(=O)OCC(=O)N(Cc2ccccc2)C(C)(C)C)cc1OC returned LEDGF integ inh -5, UHRF1 binding 2, ABHD4 inh 1, TCR-CD3 inh 1, HTRA1 inhibitor -3, MBD2 DNA inh 0, Rev-erbA mod -4, PRMT1 inh 3, PG9 binder 0.0 and rCAG binder -9.
Screening COc1ccc(N2C(=O)CCC(C(=O)N(C)C3CCCCC3)C2c2ccc(OC)c(OC)c2)cc1 (configuration not stated) returned LEDGF integ inh -1, UHRF1 binding -2, ABHD4 inh 5, TCR-CD3 inh -2, MBD2 DNA inh 1, Rev-erbA mod 4, PRMT1 inh 0, PG9 binder 0.3 and rCAG binder -7.
For Cc1cc(N2CCCC2=O)c(N)cc1N the results were LEDGF integ inh -1, UHRF1 binding -5, ABHD4 inh 2, TCR-CD3 inh 7, HTRA1 inhibitor 3, MBD2 DNA inh -1, Rev-erbA mod -1, PRMT1 inh 1, PG9 binder -1.7 and rCAG binder -3.
Screening CCCCC(=O)Nc1nc(C)c(-c2csc(Nc3ccccc3OC)n2)s1 returned LEDGF integ inh 4, UHRF1 binding 0, ABHD4 inh -11, TCR-CD3 inh -15, HTRA1 inhibitor 0, MBD2 DNA inh 0, Rev-erbA mod 5, PRMT1 inh 17, PG9 binder -2.0 and rCAG binder 21.
`CCn1c(=O)c(CCC(=O)NCCN2CCOCC2)c(C)c2c(C)nn(-c3cccc(C)c3)c21` gave LEDGF integ inh -3, UHRF1 binding -3, ABHD4 inh -1, TCR-CD3 inh -3, HTRA1 inhibitor 1, MBD2 DNA inh 0, Rev-erbA mod 2, PRMT1 inh 0, PG9 binder -1.8 and rCAG binder -2.
For CCCNc1nc(Cl)nc(Nc2ccc(Cl)cc2)n1 the results were LEDGF integ inh -3, UHRF1 binding -2, ABHD4 inh -5, TCR-CD3 inh -7, HTRA1 inhibitor -6, MBD2 DNA inh 0, Rev-erbA mod 0, PRMT1 inh -4, PG9 binder 1.3 and rCAG binder 4.
Screening Cc1nnc(N2CCOCC2)c2ccccc12 returned LEDGF integ inh 1, UHRF1 binding 4, ABHD4 inh 2, TCR-CD3 inh 2, HTRA1 inhibitor -2, MBD2 DNA inh 3, Rev-erbA mod 6, PRMT1 inh 1, PG9 binder 0.3 and rCAG binder -3.
NC(=O)c1ccc(N2CCCCCC2)c([N+](=O)[O-])c1 was read as LEDGF integ inh -2, UHRF1 binding -8, ABHD4 inh 2, TCR-CD3 inh 5, HTRA1 inhibitor 0, MBD2 DNA inh -4, Rev-erbA mod 4, PRMT1 inh 0, PG9 binder 0.2 and rCAG binder 3.
COCCn1nnnc1C(c1cc2ccc(C)cc2[nH]c1=O)N(Cc1ccco1)Cc1cccs1 (configuration not stated) was read as LEDGF integ inh -6, UHRF1 binding 3, ABHD4 inh 8, TCR-CD3 inh -3, HTRA1 inhibitor -13, MBD2 DNA inh 3, Rev-erbA mod -2, PRMT1 inh 17, PG9 binder -2.4 and rCAG binder 6.

The closing two entries of the section before lead into the next.
NC(=O)c1ccc(N2CCCCCC2)c([N+](=O)[O-])c1 was read as LEDGF integ inh -2, UHRF1 binding -8, ABHD4 inh 2, TCR-CD3 inh 5, HTRA1 inhibitor 0, MBD2 DNA inh -4, Rev-erbA mod 4, PRMT1 inh 0, PG9 binder 0.2 and rCAG binder 3.
COCCn1nnnc1C(c1cc2ccc(C)cc2[nH]c1=O)N(Cc1ccco1)Cc1cccs1 (configuration not stated) was read as LEDGF integ inh -6, UHRF1 binding 3, ABHD4 inh 8, TCR-CD3 inh -3, HTRA1 inhibitor -13, MBD2 DNA inh 3, Rev-erbA mod -2, PRMT1 inh 17, PG9 binder -2.4 and rCAG binder 6.
For Cc1cc(CN2CCCC(C(=O)Nc3ccc(-c4nc5ccccc5[nH]4)cc3)C2)n[nH]1 (configuration not stated) the results were LEDGF integ inh 5, UHRF1 binding -1, ABHD4 inh -3, TCR-CD3 inh 2, HTRA1 inhibitor -10, MBD2 DNA inh 0, Rev-erbA mod -1, PRMT1 inh -1, PG9 binder -2.1 and rCAG binder 3.
`CCOc1ccc(Cn2nnc(C(=O)NCCc3ccccc3)c2N)cc1` gave LEDGF integ inh -2, UHRF1 binding 0, ABHD4 inh -12, TCR-CD3 inh -2, HTRA1 inhibitor -1, MBD2 DNA inh 0, Rev-erbA mod -2, PRMT1 inh 6, PG9 binder -1.4 and rCAG binder -2.
COc1ccccc1C(=O)Nc1ccc2[nH]ncc2c1 was read as LEDGF integ inh -4, UHRF1 binding -4, ABHD4 inh -5, TCR-CD3 inh 1, HTRA1 inhibitor 6, MBD2 DNA inh 1, Rev-erbA mod 5, PRMT1 inh -1, PG9 binder 0.2 and rCAG binder 2.
O=C(CSc1nc2ccccc2n1CC(=O)N1CCCC1)NCc1ccc2c(c1)OCO2 was read as LEDGF integ inh -1, UHRF1 binding -1, ABHD4 inh 4, TCR-CD3 inh 4, HTRA1 inhibitor -5, MBD2 DNA inh -1, Rev-erbA mod 1, PRMT1 inh -1, PG9 binder 1.2 and rCAG binder -3.
Screening CCCCNC(=O)/C(=C/c1ccccc1)NC(C)=O returned LEDGF integ inh 6, UHRF1 binding 4, ABHD4 inh -4, TCR-CD3 inh 4, HTRA1 inhibitor 6, MBD2 DNA inh 4, Rev-erbA mod 2, PRMT1 inh 0, PG9 binder -0.5 and rCAG binder -1.
O=C1OCc2nc3cc4c(cc3c(-c3ccc(F)cc3)c21)OCO4 was read as LEDGF integ inh 2, UHRF1 binding 4, ABHD4 inh -4, TCR-CD3 inh -13, HTRA1 inhibitor 6, MBD2 DNA inh 0, Rev-erbA mod -2, PRMT1 inh -5, PG9 binder 1.6 and rCAG binder 1.
`CCN(C(=O)CSc1nnc2ccccn12)c1c(N)n(Cc2ccccc2)c(=O)[nH]c1=O` gave LEDGF integ inh 1, UHRF1 binding -5, ABHD4 inh -7, TCR-CD3 inh 2, HTRA1 inhibitor 9, MBD2 DNA inh -2, Rev-erbA mod -2, PRMT1 inh -2, PG9 binder 0.3 and rCAG binder -2.
`CN(C(=O)CSc1nc2ccccc2c(=O)n1-c1ccc(F)cc1F)C1CCS(=O)(=O)C1` (configuration not stated) gave LEDGF integ inh -4, UHRF1 binding -4, ABHD4 inh -2, TCR-CD3 inh -1, HTRA1 inhibitor 1, MBD2 DNA inh -5, Rev-erbA mod 2, PRMT1 inh -1, PG9 binder 0.5 and rCAG binder 1.
Screening O=C(COc1ccccc1)NC(=S)Nc1cccc2c(O)cccc12 returned LEDGF integ inh 4, UHRF1 binding -2, ABHD4 inh 29, TCR-CD3 inh 12, HTRA1 inhibitor 2, MBD2 DNA inh -5, Rev-erbA mod 12, PRMT1 inh 18, PG9 binder -1.0 and rCAG binder 31.
`O=C(COC(=O)c1ccccc1SCC(=O)NC1CCS(=O)(=O)C1)NC1CCS(=O)(=O)C1` (configuration not stated) gave LEDGF integ inh 6, UHRF1 binding -2, ABHD4 inh 1, TCR-CD3 inh -2, HTRA1 inhibitor 6, MBD2 DNA inh 2, Rev-erbA mod -3, PRMT1 inh -2, PG9 binder 0.6 and rCAG binder -1.
